Assay outcomes (PubChem)
MCF10A rereplic – induces DNA re-replication in MCF 10a normal breast cells; 2.9% of 350,000 active; MCF 10A DNA re-replication, Hoechst nuclear intensity, 48 h; AID 624296; Potency, µM (titrated, usually from 46.1 µM), without a hit: at the highest dose activity, positive = re-replication, usual class: activators; further: potency means the concentration at half of the fitted maximal effect; % of control where 0% means no effect; nearly all actives have a fitted effect of over 50% in size
KB-V1 MDR tox – kills drug-selected multidrug resistant KB-V1 cells; KB-V1 MDR cells viability, CellTiter-Glo, 72 h; 3.4% of 400,000 active; Potency, µM (doses to about 46.1 µM), for the others: at the top dose activity change, negative = cytotoxicity, usual class: cytotoxic; further: potency means the concentration at half of the fitted maximal effect; on the % scale 0 is the no-effect control and ±100 the full control effect; nearly all actives have a fitted effect of over 60% in size
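Luminescent ATP read-out (CellTiter-Glo, 10 min) measures survival of drug-selected KB-V1 MDR cells after 72 h, 37 degrees C compound exposure. Medium: phenol-red-free DMEM, 10% FBS. Values from fitted concentration-response curves.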
WRN helicase inh – inhibitors of human WRN helicase; Q14191; WRN helicase unwinding, fluorescent forked duplex, kinetic; Potency, µM (highest dose often 114 µM), for the others: at the highest dose activity change, negative = inhibition, usual class: inhibitors; 0.46% of 360,000 active; further: potency means the concentration at half of the fitted maximal effect; on the % scale 0 is the no-effect control and ±100 the full control effect; nearly all actives have a fitted effect of over 55% in size
Target sequence (Q14191 whole entry, looked up): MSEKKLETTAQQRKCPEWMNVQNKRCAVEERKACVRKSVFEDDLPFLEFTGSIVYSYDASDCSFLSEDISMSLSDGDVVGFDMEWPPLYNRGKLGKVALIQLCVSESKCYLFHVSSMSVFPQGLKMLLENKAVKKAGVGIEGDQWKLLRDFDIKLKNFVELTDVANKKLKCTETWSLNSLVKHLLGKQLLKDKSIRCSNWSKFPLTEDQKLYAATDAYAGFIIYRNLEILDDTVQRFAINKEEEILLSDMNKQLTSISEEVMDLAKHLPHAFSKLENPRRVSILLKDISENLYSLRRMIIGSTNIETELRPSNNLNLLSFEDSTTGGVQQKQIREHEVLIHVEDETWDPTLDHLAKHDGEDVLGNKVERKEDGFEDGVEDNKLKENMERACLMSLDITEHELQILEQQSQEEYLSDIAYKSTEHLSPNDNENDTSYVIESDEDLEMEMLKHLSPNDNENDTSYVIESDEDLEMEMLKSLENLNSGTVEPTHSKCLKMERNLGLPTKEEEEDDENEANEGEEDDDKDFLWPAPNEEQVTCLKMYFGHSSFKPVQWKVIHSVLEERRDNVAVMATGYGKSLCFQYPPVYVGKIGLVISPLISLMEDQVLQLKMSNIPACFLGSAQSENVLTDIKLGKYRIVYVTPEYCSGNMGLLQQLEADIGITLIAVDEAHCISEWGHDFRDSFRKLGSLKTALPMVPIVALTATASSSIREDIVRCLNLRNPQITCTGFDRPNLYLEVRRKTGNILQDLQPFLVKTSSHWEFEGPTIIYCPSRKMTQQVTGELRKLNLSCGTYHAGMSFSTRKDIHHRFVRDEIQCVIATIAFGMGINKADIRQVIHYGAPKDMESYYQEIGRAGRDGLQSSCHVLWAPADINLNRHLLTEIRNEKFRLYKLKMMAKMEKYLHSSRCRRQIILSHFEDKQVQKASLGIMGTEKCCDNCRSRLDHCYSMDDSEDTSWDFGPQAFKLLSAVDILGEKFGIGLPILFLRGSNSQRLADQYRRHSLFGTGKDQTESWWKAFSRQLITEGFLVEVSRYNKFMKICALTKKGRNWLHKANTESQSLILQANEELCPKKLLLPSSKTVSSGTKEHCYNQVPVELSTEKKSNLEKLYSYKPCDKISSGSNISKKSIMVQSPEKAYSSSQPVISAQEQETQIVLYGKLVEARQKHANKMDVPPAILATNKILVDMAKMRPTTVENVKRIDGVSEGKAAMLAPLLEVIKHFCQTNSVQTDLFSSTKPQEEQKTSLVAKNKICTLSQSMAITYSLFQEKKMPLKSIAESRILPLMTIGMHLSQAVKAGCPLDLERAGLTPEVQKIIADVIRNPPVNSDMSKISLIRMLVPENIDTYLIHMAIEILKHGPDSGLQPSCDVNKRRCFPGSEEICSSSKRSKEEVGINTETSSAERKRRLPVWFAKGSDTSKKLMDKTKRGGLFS
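Fluorescence dequenching readout, ex 525 nm/em 598 nm, kinetic mode: forked duplex DNA (100 nM final) with adjacent fluorophore and quencher unwound by WRN (20 nM final) with 2 mM ATP. Compound preincubation 15 min, room temperature.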
HT1080NT lethal – kills 2HG-producing HT-1080-NT fibrosarcoma cells | AID 686970 | HT-1080-NT fibrosarcoma viability, CellTiter-Glo ATP luminescence, 48 h | Potency, µM (series often up to 46.1 µM), without a hit: top-dose activity, negative = less viability, usual class: cytotoxic | 1.6% of 360,000 active;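 further: NT is the 2HG producing partner of a matched IDH1 knockdown line; potency means the concentration at half of the fitted maximal effect; 0% = DMSO-treated cells and -100% = media-only wells without cells; nearly all actives have a fitted effect of over 55% in size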
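Compounds were tested in concentration-response format on HT-1080-NT cells for 48 hours at 37 degrees C. Cell viability came from CellTiter-Glo luminescence; curves were classified by r2, response magnitude and activity.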
HT1080 IDH1KD tx – kills HT-1080 cells with IDH1 knockdown. 2% of 360,000 active. Potency, µM (titrated, usually from 46.1 µM), for inactives: top-dose activity, negative = toxicity, hits mostly cytotoxic. HT-1080 IDH1 knockdown viability, ATP luminescence, 48 h;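 further: potency means the concentration at half of the fitted maximal effect; 0% = DMSO wells and -100% = cell-free medium wells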
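Assay cells: HT-1080 with IDH1 knockdown, 750 per well, RPMI/5% FBS. Exposure: 48 h at 37 °C following 2 h pre-incubation. Read: CellTiter-Glo luminescence; fitted concentration-response, curve class assigned.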
ATXN2 expr inh – reduces ATXN2 reporter expression in HEK-293 cells. HEK-293 ATXN2-luciferase reporter, luminescence, 24 h. Potency, µM (doses to about 57 µM), for the others: top-dose activity change, negative = inhibition, usual class: inhibitors. 0.72% of 360,000 active. AID 1745845; further: potency means the concentration at half of the fitted maximal effect; on the % scale 0 is the no-effect control and ±100 the full control effect; nearly all actives have a fitted effect of over 55% in size
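ATXN2-luciferase reporter cells (luciferase flanked by upstream and downstream ATXN2 gene portions) were treated 24 h at 37 °C with compounds at up to 57 uM. SteadyGlo luminescence gave expression; GF-AFC fluorescence gave viability.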
KB-3-1 cytotox – kills parental KB-3-1 adenocarcinoma cells | KB-3-1 viability, CellTiter-Glo ATP luminescence, 72 h | Potency, µM (titrated, usually from 46.1 µM), inactives show at the top dose activity change, negative = cytotoxic, usual class: cytotoxic | 1.4% of 400,000 active | AID 1347075; further: potency means the concentration at half of the fitted maximal effect; on the % scale 0 is the no-effect control and ±100 the full control effect; nearly all actives have a fitted effect of over 60% in size
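Parental KB-3-1 adenocarcinoma cells in phenol-red-free DMEM with 10% FBS were pin-treated with compounds at several concentrations, incubated 72 h at 37 °C, and viability read by CellTiter-Glo luminescence; concentration-effect curves were fitted after normalization.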
IL1B secr inh – inhibitors of inflammasome signaling (IL-1 beta secretion); THP-1 LPS/ATP IL-1B secretion, AlphaLISA, 16 h; active compounds read low; AID 743279; 4.7% of 360,000 active; activity change, % at 57.5 µM; in the data active means activity change below about -50%; inconclusive means mostly about -30% to -49%; further: on the % scale 0 is the no-effect control and ±100 the full control effect
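THP-1 cells pretreated 1 hr with compounds (up to 57.5 uM final), then stimulated with LPS (250 ng/mL final) plus ATP (1.25 mM final); secreted IL-1B measured by AlphaLISA after 16 hr, decreased signal indicating inhibition.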
SW480 rereplic – DNA re-replication induction in SW480 cells. SW480 DNA re-replication, Hoechst DNA content imaging, 48 h. Potency, µM (series often up to 46.1 µM), for the others: at the highest dose re-replication activation, most hits filed as activators. 1.8% of 340,000 active. AID 624297; further: potency means the concentration at half of the fitted maximal effect; % of control where 0% means no effect; nearly all actives have a fitted effect of over 55% in size
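250 cells/well; 23 nL cpd via pin tool; 48 hr, 37 C, 5% CO2; Hoechst 40 min; imager read of total nuclear intensity, ex 405/em 500-530 nm.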
Numbers without * were called inactive; ? = inconclusive; / = not tested or not shown; [ ] = remark or other dose. Unless noted, the call rests on the fitted dose curve; in most records, active means well fitted curve in the direction sought with a large enough effect; inconclusive means small, poorly fitted or top-dose-only effect, or another doubt; inactive means no such curve, though single readings can be large; an effect the other way counts as inactive or inconclusive.

SMILES	MCF10A rereplic	KB-V1 MDR tox	WRN helicase inh	HT1080NT lethal	HT1080 IDH1KD tx	ATXN2 expr inh	KB-3-1 cytotox	IL1B secr inh	SW480 rereplic
CC(/C=C1\SC(=S)N(c2ccc(C(=O)O)cc2)C1=O)=C\c1ccccc1	?	-1%	?	0%	3%	/	7%	0	24%
N#Cc1c(Cl)nsc1NCCN1CCOCC1	-5%	0%	5%	8%	0%	3%	12%	-2	-10%
CCCNC(=O)COC(=O)c1cc2c(=O)n3ccccc3nc2s1	16%	16%	0%	10%	15%	10%	8%	13	-3%
CCN(CC)C(=O)COc1ccc(/C(C)=N/NC(=O)c2ccccc2-n2cccc2)cc1	2%	/	-24%	7%	-1%	-1%	/	-2	20%
COc1cccc(Nc2nc(-c3cccc(N4C(=O)c5ccccc5C4=O)c3)cs2)c1	9%	1%	4%	-14%	-13%	8%	5%	0	-4%
COCCn1c(C)cc(C(=O)COC(=O)/C=C/c2ccc(OC)cc2OC)c1C	-10%	11%	-2%	9%	11%	-3%	3%	-13	-10%
CCCn1cnc2c(=O)oc3ccccc3c21	7%	-2%	2%[57.1 µM]	-10%	3%	-5%	1%	-10	0%
COc1ccc(C23CC4CC(CC(C4)C2)C3)cc1C(=O)NCCN(C)C	?	-9%	4%	?	?	/	0%	-13	?
CC1=NNC(=O)C1CC(=O)N/N=C(\C)c1ccco1 (stereo not given)	11%	?	1%	-7%	10%	-3%	-8%	29	-86%[inhibitor]
Cc1cc2ncn(C(=O)N3CCCCCC3)c2cc1C	-2%	-9%	0%	5%	5%	41%[activator]	4%	-3	2%
Cc1cc(=O)n2nc(N3CCC(C(=O)N4CCN(Cc5ccccc5)CC4)CC3)sc2n1	2%	20%	3%	4%	3%	0%	3%	-2	-5%[9.22 µM]
CC1=[N+](C)c2ccc3ccccc3c2C1(C)C	?	?	25µM*	-17%	-3%	?	?	-15	?
COc1ccc(CC(=O)Nc2ccc(S(=O)(=O)N3CCCCC3)cc2)cc1OC	5%	?	-1%	-13%	-4%	?	-2%	-4	15%
Cc1ccc(S(=O)(=O)N2CCN(C(C)C(=O)Nc3ccccc3-c3ccccc3)CC2)cc1 (stereo not given)	4%	3.7µM*	-2%	-3%	-7%	-12%	0%	0	-30%[inhibitor]
Cc1cccc(OCCC(=O)NCC(=O)Nc2c(C)cccc2C)c1	-9%	-16%	-1%	17%	15%	-8%	15%	17	0%
COC(c1ccccc1)c1nnc(CCC(=O)NCCCc2ccccc2)o1 (stereo not given)	10%	0%	-2%	14%	11%	8%	-5%	-11	7%
Cc1ccc(C(=O)N2CCCC2)cc1Br	7%	3%	-11%	1%	13%	0%	22%	0	-6%[9.22 µM]
Cc1cc(O)ccc1N/C=C1\CCCC1=O	7%	6%	2%	20%	12%	16%	12%	1	0%
O=C(NCCN1CCOCC1)/C(=C/c1ccc(Cl)cc1)NC(=O)c1ccccc1	-1%	-5%	-3%	11%	3%	-2%	-8%	?	2%
CC(C)NC(=O)NC(=O)CSc1ccc(S(=O)(=O)N2CCCC2)cn1	10%	-19%	-28%	-6%	-9%	-9%	0%	2	-1%

Only HT1080NT lethal, KB-V1 MDR tox and HT1080 IDH1KD tx, for some of the entries so far:
smiles	HT1080NT lethal	KB-V1 MDR tox	HT1080 IDH1KD tx
Cc1cc(O)ccc1N/C=C1\CCCC1=O	20%	6%	12%
O=C(NCCN1CCOCC1)/C(=C/c1ccc(Cl)cc1)NC(=O)c1ccccc1	11%	-5%	3%

The list goes on:
SMILES	MCF10A rereplic	KB-V1 MDR tox	WRN helicase inh	HT1080NT lethal	HT1080 IDH1KD tx	ATXN2 expr inh	KB-3-1 cytotox	IL1B secr inh	SW480 rereplic
COc1ccc(S(=O)(=O)NC(=O)C2(C)CCN2C(=O)CC2CCCC2)cc1 (stereo not given)	/	-3%	-1%	?	6%	6%	0%	23	/
CC1CCN(C(=O)C2CCCN2S(=O)(=O)c2ccc(Cl)cc2)CC1 (stereo not given)	0%	/	-24%	-3%	-7%	1%	/	11	10%
Nc1oc2ccccc2c(=O)c1-c1ccc2c(c1)OCO2	-11%	?	-7%	-2%	0%	39%[activator]	-25%	21	-1%
O=C(N/N=C/c1cc(Cl)cc([N+](=O)[O-])c1O)C(O)(c1ccccc1)c1ccccc1	9%	-20%	-10%	-21%	-29%	/	-19%	71	26%
CC1CCCC(NC(=O)COC(=O)c2cccs2)C1C (stereo not given)	8%	10%	8%	0%	4%	/	4%	4	-5%
CCCCC(=O)NC(c1ccccc1)c1ccc2cccnc2c1O (stereo not given)	?	13µM*	5%	?	?	?	?	137	0.52µM*
CSCC(NS(=O)(=O)c1ccc(C)cc1)C(=O)O (stereo not given)	-12%	0%	3%	-1%	3%	-7%	-42%	0	0%
Cc1c(N=Cc2cccs2)c(=O)n(-c2ccccc2)n1C	-3%	14%	-1%	10%	-4%	-5%	-4%	9	-1%
O=C(C1CCC(CNS(=O)(=O)c2cccs2)CC1)N1CCN(c2ccc(F)cc2)CC1 (stereo not given)	16µM*	-28%	-8%	-13%	-17%	?	?	?	26%
Cc1nnc(Sc2nc3ccccc3o2)c2ccccc12	13µM*	-4%	2%[57.1 µM]	?	21µM*	2%	?	-99*	?
O=S(=O)(NCC(c1ccco1)N1CCN(c2ccccc2)CC1)c1ccc(F)cc1 (stereo not given)	?	23µM*	-16%	-5%	-10%	-10%	-25%	-1	-2%
O=C(Nc1ccc(Cl)cc1)C1c2cccc[n+]2CC(=O)N1Cc1ccc2c(c1)OCO2 (stereo not given)	0%	-15%	10%	?	?	/	-1%	6	23µM*
CCOc1ccc(-c2ccc(SCC(=O)N3CCOCC3)nn2)cc1	-9%	?	7%	-6%	-3%	/	9%	71	-3%
NC(Cc1ccc(F)cc1)c1csc(NC(=O)NC(c2ccccc2)c2ccccc2)n1 (stereo not given)	/	?	-4%[57.1 µM]	18µM*	16µM*	?	?	-53*	/
COc1ccc(CN(C)C(=O)COC(=O)c2cnc(Cl)c(Cl)c2)cc1	0%	6%	10%	-2%	-10%	8%	0%	-99*	-7%
O=C1Cc2ccccc2Sc2cc(OCCCN3CCCCC3)ccc21	?	?	16%	-3%	7%	-10%	-16%	0	23µM*
CC(C)(C)N=C1NN=C(c2ccc(S(=O)(=O)N3CCCCC3)cc2)CS1	?	?	-17%	-21%	-15%	-3%	?	-30	?
C[n+]1c2n(c3ccccc31)N=C(c1cc(C(C)(C)C)c(O)c(C(C)(C)C)c1)CS2	16µM*	-25%	-29%	23µM*	7.3µM*	?	4.1µM*	-100*	?
CCn1c(=O)c([N+](=O)[O-])c(NCCc2ccc(OC)c(OC)c2)c2ccccc21	22%	?	-27%[57.1 µM]	2%	-2%	-20%	-10%	-7	1%
Cc1ccc(C(=O)OC(C)C(=O)NCc2ccc3c(c2)OCO3)cc1S(=O)(=O)N1CCOCC1 (stereo not given)	?	/	-20%	0%	-6%	-12%	/	11	3%
O=C(c1ccsc1)N1CCCC(N2CCN(c3ccccc3F)CC2)C1 (stereo not given)	10%	2%	-30%	-6%	-18%	3%	0%	18	-3%
COc1ccc(S(=O)(=O)NC(C)C(=O)Nc2cccc(C(C)=O)c2)cc1 (stereo not given)	-4%	8%	-13%	14%	9%	-6%	-7%	1	-4%
C#CC(CC)(CC)NC(=O)/C=C/C(=O)O	0%	13%	-23%	12%	13%	-21%	7%	2	-2%
O=C(O)CCCC(=O)Nc1ccccc1C(=O)O	-5%	5%	2%	10%	2%	-6%	-1%	8	-14%
Cc1ccc(S(=O)(=O)CCC(=O)OCC(=O)c2cc(C)n(C)c2C)cc1	-1%	-17%	3%	5%	1%	7%	-1%	-6	-5%
Cn1c(N)c(S(=O)(=O)NCc2ccc(F)cc2)c(=O)n(C)c1=O	0%	-2%	-12%	1%	1%	7%	-5%	5	-1%
Cc1cc(C)c(C(=O)COc2cccnc2[N+](=O)[O-])cc1C	?	-25%	-18%	?	?	7%	?	2	?
CC(C)NC(=O)c1cc(C2CCCCN2C(=O)c2ccc(Cl)cc2)on1 (stereo not given)	/	-2%	-6%	18%	26%	11%	0%	-9	/
CN(Cc1ccccc1)c1ccc(S(=O)(=O)N2CCOCC2)cn1	11%	-5%	3%	2%	-2%	-19%	-4%	-14	-4%
COc1ccc(-c2[nH]ncc2CN2CCC(C(=O)c3ccc(F)cc3)CC2)cc1	?	-3%	-5%	5%	-16%	-38%	8%	-13	2%
N#Cc1cccc(NC(=O)c2ccc(S(=O)(=O)N3CCOCC3)cc2)c1	-1%	?	-4%	-2%	0%	/	-1%	5	-2%
COc1ccc(-c2noc(CNC(=O)c3ccc4c(c3)OCO4)n2)cc1	10%	?	12%	-6%	-1%	-27%	?	39	10%
COc1ccc(C(C)=O)c2c1OCCO2	1%	?	0%	6%	11%	3%	4%	-5	-5%
O=C(COc1ccc(Br)cc1)Nc1ccc(NC(=O)c2ccccc2)cc1	3%	23%	-33%	-1%	0%	-39%	0%	0	0%
Cc1csc(=O)n1CC(=O)OCC(=O)Nc1cc(Cl)ccc1[N+](=O)[O-]	-2%	/	-24%	0%	1%	1%	/	-6	0%
CCCCc1c(Cc2cccc(F)c2)ncn1CCc1ccccc1OC	/	?	-9%	16µM*	?	14µM*	?	0	/

Copied from the list:
HT1080 IDH1KD tx result of Cn1c(N)c(S(=O)(=O)NCc2ccc(F)cc2)c(=O)n(C)c1=O = 1%
HT1080 IDH1KD tx result of N#Cc1cccc(NC(=O)c2ccc(S(=O)(=O)N3CCOCC3)cc2)c1 = 0%
